Screening results (PubChem)
Furin inh: blocks human furin protease activity | P09958 | purified furin, fluorogenic substrate cleavage | inhibition, % at 30 µM | 220,000 compounds, 0.061% hits; in the data active = inhibition above about 25%; also: inactives centre near -15
thrombin 1536: inhibitors of human thrombin; 220,000 compounds, 0.26% hits; alpha-thrombin, Boc-VPR-AMC fluorogenic substrate cleavage; inhibition, % at 5 µM; AID 1046; P00734;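 active = inhibition at or above 40%; inactive = inhibition below 40%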;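 also: 0% = enzyme with no compound and 100% = wells without enzyme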
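Material: Human alpha-thrombin protein | Buffer or medium: pH 7.5 Tris-saline with Tween 20 | Reagent: Boc-VPR-AMC substrate, 15 µM final | Schedule: Reaction at ambient temperature | Detection: AMC fluorescence at 355 nm excitation and 460 nm emission | Evaluation: Percent inhibition scaled between no-compound controls and no-enzyme blanks | Controls: no-compound enzyme wells and no-enzyme blanks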
Rad51 HR inh: Rad51 (human) homologous recombination inhibition | AID 1385 | Q06609 | inhibition, % at 10 µM | hRad51 DNA strand exchange, fluorescence dequenching | 200,000 compounds, 0.085% hits;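 active = inhibition above 40% at the single screening dose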;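 also: 0% = DMSO control wells and 100% = blanks with heterologous ssDNA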
Target sequence (Q06609 whole entry, looked up): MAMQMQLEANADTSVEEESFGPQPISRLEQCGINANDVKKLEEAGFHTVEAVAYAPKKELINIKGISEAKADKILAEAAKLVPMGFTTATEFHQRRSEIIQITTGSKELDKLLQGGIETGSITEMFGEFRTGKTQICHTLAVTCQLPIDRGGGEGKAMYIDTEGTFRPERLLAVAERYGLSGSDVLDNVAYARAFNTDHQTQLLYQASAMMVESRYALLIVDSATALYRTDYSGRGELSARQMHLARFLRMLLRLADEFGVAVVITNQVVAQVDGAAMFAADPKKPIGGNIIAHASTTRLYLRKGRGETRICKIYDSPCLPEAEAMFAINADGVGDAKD
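material = hRad51 filaments on single-stranded DNA | reagent = Donor/quencher-labelled 47-bp dsDNA substrate | compound = 10 µM final, single point | schedule = strand-exchange reaction 15 min at room temperature | measured by = fluorescein emission 520 nm, excitation 485 nm | read-out basis = % inhibition versus plate control and blank means | benchmarks = plate controls and plate blanks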
eIF4E-4G inh: eIF4E/eIF4G interaction inhibition in translation initiation | TR-FRET eIF4E-eIF4GI(517-606) binding, 2 h | inhibition, % at 21.7 µM | 220,000 compounds, 0.37% hits | AID 782;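 also: 0% = full FRET control wells and 100% = background wells lacking eIF4GI fragment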
hK5 inh: inhibitors of human kallikrein 5; Q9Y337; recombinant hK5, fluorogenic AMC substrate cleavage; inhibition, % at 5 µM; 210,000 compounds, 0.59% hits;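 active = inhibition of 40% or more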;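 also: 0% = enzyme controls without compound and 100% = no-enzyme blanks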
KCC2 mod: modulates chloride dependent transport by human KCC2; Q9H2X9; KCC2 cells, thallium flux FluoZin-2 fluorescence; B-score of Tl+ flux slope (higher = more flux/activation; lower = inhibition) at 10 µM; 190,000 compounds, 2.2% hits;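 active = thallium flux slope and its plate-corrected score both differing from the plate sample mean at a set confidence after two filtering rounds, in either direction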;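 also: slope of fluorescence scaled to starting intensity during 10 to 20 s after thallium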
EBV gp42 inh: inhibitors of Epstein-Barr virus glycoprotein 42. 220,000 compounds, 0.42% hits. AID 1085. inhibition, % (tested at 21.74 µM). Fluorescence polarization binding assay, mP read-out; in the data active = inhibition above about 50%
Target sequence (Q1HVG2 whole entry, looked up): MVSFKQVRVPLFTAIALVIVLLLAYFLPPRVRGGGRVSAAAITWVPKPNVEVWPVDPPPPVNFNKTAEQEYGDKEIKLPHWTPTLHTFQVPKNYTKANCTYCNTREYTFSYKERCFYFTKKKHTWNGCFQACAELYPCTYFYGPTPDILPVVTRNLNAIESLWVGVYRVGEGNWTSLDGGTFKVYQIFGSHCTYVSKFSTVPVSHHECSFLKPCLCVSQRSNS
14-3-3 Bad PPI: disrupts binding of bovine 14-3-3 zeta to phospho-Bad peptide. P63103. TR-FRET 14-3-3zeta/Dy647-pBad peptide displacement, 1 h. inhibition, % at 21.7 µM. 220,000 compounds, 0.71% hits;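 active = inhibition above about 70%, limit read from the data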;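 also: 0% = full 14-3-3 plus peptide FRET controls and 100% = background without 14-3-3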
NCF1 inh: p47phox (human) inhibition; P14598; p47phox/p22phox peptide binding, fluorescence polarization, 2 h; inhibition, % at 24.7 µM; 220,000 compounds, 0.53% hits; AID 1274;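 also: 0% = p47phox with labelled peptide and 100% = labelled peptide alone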
Target sequence (P14598 whole entry, looked up): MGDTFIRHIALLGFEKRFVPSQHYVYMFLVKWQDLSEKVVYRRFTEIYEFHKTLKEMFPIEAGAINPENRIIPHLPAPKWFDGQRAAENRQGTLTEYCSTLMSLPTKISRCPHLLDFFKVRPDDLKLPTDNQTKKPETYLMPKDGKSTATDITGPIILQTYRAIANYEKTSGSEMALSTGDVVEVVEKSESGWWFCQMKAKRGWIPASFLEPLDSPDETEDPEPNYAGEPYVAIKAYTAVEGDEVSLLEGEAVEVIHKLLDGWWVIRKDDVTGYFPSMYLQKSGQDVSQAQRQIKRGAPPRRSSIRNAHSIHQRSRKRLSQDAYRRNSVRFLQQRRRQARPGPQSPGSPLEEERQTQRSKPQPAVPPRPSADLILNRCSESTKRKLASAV
An asterisk follows results filed as active; · = not tested or not shown; [ ] = another dose, or the depositor's remark.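 The calls were made as follows, unless noted: active = inhibition above about 30% (limit read from the data); inactive = the rest.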

#	Structure	Furin inh	thrombin 1536	Rad51 HR inh	eIF4E-4G inh	hK5 inh	KCC2 mod	EBV gp42 inh	14-3-3 Bad PPI	NCF1 inh
1	CCN(Cc1ccccc1)c1ccc(/C=N/N2CCOCC2)cc1	-4	-2	-2	4	-17	-0.29	-2	-22	-2
2	Cc1cc(C)n(/N=C/c2cccc([N+](=O)[O-])c2)c(=O)c1	7	2	·	2	-4	-0.36	4	-2	-5
3	CCn1nc(NC(=O)c2ccncc2)c2cc3ccc(C)cc3nc21	-18	0	-1	-25[fluorescence artefact?]	6	·	8	5	1
4	COc1ccc(OC)c(-c2c3c([nH]c(=S)c2C#N)CCCC3)c1	-15	3	-22	-4	2	2.9	-2	-17	-8
5	COc1cc(NC(=O)C2CCCC2)c(OC)cc1Cl	-17	-17	·	-5[fluorescence artefact?]	-19	-0.54	-2	-2	-11
6	Cc1cc(NC(=O)CSc2nc3ccccc3c(=O)n2CCCC(=O)NCc2ccco2)n[nH]1	-7	1	-1	-8	1	-0.052	-32	-1	-2
7	COc1ccccc1CNc1ccc2nnc(CCNC(=O)c3ccccc3)n2n1	-17	-7	0	2	0	-1.2	-10	-16	-11
8	Oc1ccc(-c2cn3cc(C(F)(F)F)ccc3n2)cc1	-12	-4	-4	2[fluorescence artefact?]	-24	-0.64	-9	-29[fluorescence artefact?]	-2
9	O=C(O)c1cccc(-c2ccc(/C=N/NC(=O)c3cccnc3)o2)c1	2	-7	12	3[fluorescence artefact?]	11	0.44	-1	9	-12
10	CN(NC(=O)COc1ccccc1)c1ccccc1	-17	-4	-11	-3[fluorescence artefact?]	-1	0.19	-24	5	-11

Reformatted with the structure last: 7 of the compounds above.
item | Furin inh | thrombin 1536 | Rad51 HR inh | eIF4E-4G inh | hK5 inh | KCC2 mod | EBV gp42 inh | 14-3-3 Bad PPI | NCF1 inh | SMILES
7 | -17 | -7 | 0 | 2 | 0 | -1.2 | -10 | -16 | -11 | COc1ccccc1CNc1ccc2nnc(CCNC(=O)c3ccccc3)n2n1
2 | 7 | 2 | · | 2 | -4 | -0.36 | 4 | -2 | -5 | Cc1cc(C)n(/N=C/c2cccc([N+](=O)[O-])c2)c(=O)c1
4 | -15 | 3 | -22 | -4 | 2 | 2.9 | -2 | -17 | -8 | COc1ccc(OC)c(-c2c3c([nH]c(=S)c2C#N)CCCC3)c1
5 | -17 | -17 | · | -5[fluorescence artefact?] | -19 | -0.54 | -2 | -2 | -11 | COc1cc(NC(=O)C2CCCC2)c(OC)cc1Cl
9 | 2 | -7 | 12 | 3[fluorescence artefact?] | 11 | 0.44 | -1 | 9 | -12 | O=C(O)c1cccc(-c2ccc(/C=N/NC(=O)c3cccnc3)o2)c1
10 | -17 | -4 | -11 | -3[fluorescence artefact?] | -1 | 0.19 | -24 | 5 | -11 | CN(NC(=O)COc1ccccc1)c1ccccc1
6 | -7 | 1 | -1 | -8 | 1 | -0.052 | -32 | -1 | -2 | Cc1cc(NC(=O)CSc2nc3ccccc3c(=O)n2CCCC(=O)NCc2ccco2)n[nH]1

(further entries)
#	Structure	Furin inh	thrombin 1536	Rad51 HR inh	eIF4E-4G inh	hK5 inh	KCC2 mod	EBV gp42 inh	14-3-3 Bad PPI	NCF1 inh
11	CCN(C(=O)COC(=O)c1cc(-c2ccccc2)nc2c1c(C)nn2-c1ccccc1)C1CCS(=O)(=O)C1 (centres undefined)	-8	-1	34	7	-8	-0.055	-17	-24	-11
12	COc1ccc(C(=O)Nc2ccc(N3CCN(c4ccc(OC)cc4)CC3)c(C#N)c2)cc1	-34	15	4	-2	27	0.77	-2	-9	2
13	CCC(Cc1ccccc1)n1c(=S)[nH]c2ccccc2c1=O (centres undefined)	-28	-8	6	-2	9	50*	-4	-10	-15
14	Cc1ccc(O)c(-c2cc(C(=O)NCc3ccc4c(c3)OCO4)[nH]n2)c1	-36	0	·	4	-3	0.42	14	-4[fluorescence artefact?]	11
15	Cc1cccc2cc(/C=N/NC(=O)c3ccccc3O)c(Cl)nc12	-16	-4	-7	12[fluorescence artefact?]	0	1.6	26	-1	-32
16	O=C(NCc1ccccn1)c1cccs1	-13[20 µM]	-3	-1	-5	1	-0.23	-15	0	-8
17	COc1ccc(NC(=O)CSc2nc3cccnc3n2C)cc1	-27	1	·	3	7	-0.63	-10	-3	·
18	COc1ccc(CCNS(=O)(=O)c2cccc(C(=O)O)c2)cc1OC	-18	-3	·	0[fluorescence artefact?]	-3	-0.91	-10	9[fluorescence artefact?]	-11
19	CS(=O)(=O)N1CCN(c2ccccc2NC(=O)c2ccc([N+](=O)[O-])o2)CC1	-16	-2	8	-1	-4	-0.32	4	-2	3
20	COc1ccc(NC(=O)C2CCCN(C)C2)cc1OCC(C)C (centres undefined)	-16[20 µM]	6	-9	4[fluorescence artefact?]	-4	0.4	-14	-1	-3

Remaining list, next part.
#	Structure	Furin inh	thrombin 1536	Rad51 HR inh	eIF4E-4G inh	hK5 inh	KCC2 mod	EBV gp42 inh	14-3-3 Bad PPI	NCF1 inh
21	COc1ccccc1Nc1nc(=O)[nH]nc1C	-18[20 µM]	1	0	-3[fluorescence artefact?]	3	·	1	-11[fluorescence artefact?]	-10
22	Clc1nc(-c2n[nH]nc2Cl)n[nH]1	-17	0	-6	5	-15	0.21	1	5[fluorescence artefact?]	-14
23	Cc1ccc(S(=O)(=O)Nc2ccccc2CNc2ccc(Br)cn2)cc1	-23	-1	-1	9	-10	0.22	-9	-4	-15
24	Cc1ccc(S(=O)(=O)N2C(=O)C(C)SC2=Nc2ccccc2)cc1 (centres undefined)	-16	-4	·	2[fluorescence artefact?]	-11	0.99	0	-1	5
25	COc1ccc(CN2CC(C(=O)NCc3cccc(OC)c3)CC2=O)cc1 (centres undefined)	-27	3	-9	1	12	·	-7	1[fluorescence artefact?]	-7
26	Cc1ccc2nsnc2c1NC(=O)c1ccc(-c2cc(Cl)ccc2Cl)o1	-15[20 µM]	-6	1	-14	-14	0.89	-22	18	-7
27	CCOc1ccccc1OCC(=O)NCc1ccco1	-19[20 µM]	-17	8	7	-2	·	3	2	-9
28	C=CCNc1nnc(C)c2ccccc12	-14	-4	-1	-18	0	0.43	-4	-2	-3
29	Cn1c(SCC(=O)O)nc2ccccc2c1=O	-11	0	-7	-10	-21	0.033	-10	8	1
30	COc1cc(OC)cc(C(=O)NCCN2C(=O)S/C(=C\c3cccs3)C2=O)c1	-19	-5	-1	3	-5	0.21	-16	-5	-24

Looked up by structure from the entries so far, three records:
#	Structure	Furin inh	thrombin 1536	Rad51 HR inh	eIF4E-4G inh	hK5 inh	KCC2 mod	EBV gp42 inh	14-3-3 Bad PPI	NCF1 inh
2	Cc1cc(C)n(/N=C/c2cccc([N+](=O)[O-])c2)c(=O)c1	7	2	·	2	-4	-0.36	4	-2	-5
1	CCN(Cc1ccccc1)c1ccc(/C=N/N2CCOCC2)cc1	-4	-2	-2	4	-17	-0.29	-2	-22	-2
19	CS(=O)(=O)N1CCN(c2ccccc2NC(=O)c2ccc([N+](=O)[O-])o2)CC1	-16	-2	8	-1	-4	-0.32	4	-2	3

The results go on:
#	Structure	Furin inh	thrombin 1536	Rad51 HR inh	eIF4E-4G inh	hK5 inh	KCC2 mod	EBV gp42 inh	14-3-3 Bad PPI	NCF1 inh
31	CCCCC1(C)NC(=O)c2c(C)sc(C(=O)OCC)c2N1 (centres undefined)	-2[20 µM]	0	-16	-7	-37	-0.17	7	5	-5
32	COc1ccc(CCn2c(-c3ccc(C(C)(C)C)cc3)n[nH]c2=S)cc1OC	-14	-1	-40	2	-12	-0.23	-4	-2	-4
33	CCCn1nnc(NC(=O)c2cc(Br)cc(Br)c2OC)n1	-3	-1	-1	-11	-5	·	-8	-5[fluorescence artefact?]	-6
34	Cc1cccc(N2CCC(N=CN(C)C)=N2)c1	-7	-2	13	7	-1	0.74	-23	-10	1
35	Cc1ccc(C(=O)COC(=O)c2cc(=O)[nH]c3ccccc23)cc1	-27	-1	·	-2	-6	1.1	-13	-4	-9
36	Cc1ccc(Cn2c(SCC(=O)NCC3CCCO3)nc3c2c(=O)n(C)c(=O)n3C)cc1 (centres undefined)	-14	6	25	1	-4	0.16	0	-18	-5
37	COc1ccccc1CNC(=O)c1ccc(SC)cc1OC	-9[20 µM]	-4	-5	4	-4	-1.8	1	-13	-4
38	CCC(=O)Nc1cc2nn(-c3ccc(OC)cc3)nc2cc1C	-21	-5	7	0	-84	-0.4	7	-6	-5
39	Cc1cc(Cl)c(OCCCN2CCCCC2)c(Br)c1	-35	-8	·	-1	-8	-0.035	-11	10[fluorescence artefact?]	-5
40	COc1ccc(/C=C(/NC(=O)c2cccc([N+](=O)[O-])c2)C(=O)O)cc1	-27	-4	3	-3	-1	·	-2	-18	-3

Nos. 31 to 32 from above:
#	Structure	Furin inh	thrombin 1536	Rad51 HR inh	eIF4E-4G inh	hK5 inh	KCC2 mod	EBV gp42 inh	14-3-3 Bad PPI	NCF1 inh
31	CCCCC1(C)NC(=O)c2c(C)sc(C(=O)OCC)c2N1 (centres undefined)	-2[20 µM]	0	-16	-7	-37	-0.17	7	5	-5
32	COc1ccc(CCn2c(-c3ccc(C(C)(C)C)cc3)n[nH]c2=S)cc1OC	-14	-1	-40	2	-12	-0.23	-4	-2	-4

More compounds follow.
#	Structure	Furin inh	thrombin 1536	Rad51 HR inh	eIF4E-4G inh	hK5 inh	KCC2 mod	EBV gp42 inh	14-3-3 Bad PPI	NCF1 inh
41	CC(=O)Oc1cc2c(C(C)=O)coc2c2ccccc12	-20[20 µM]	-19	4	-4	4	-0.066	-18	2	-11
42	CC(C)(O)C(=O)NN(C(=O)c1ccccc1)c1cccc(Br)c1	-22[20 µM]	-3	1	-3	-4	0.42	-18	-1	-7
43	Cc1ccc(O)c(C2=NNC(c3ccc(Cl)cc3)C2)c1 (centres undefined)	-9	-10	3	0	-7	8.6*	-11	-4	-50
44	CC(=O)c1ccc(NC(=O)/C(=C\c2ccccc2)NC(=O)c2ccco2)cc1	-23	8	17	-1	-2	-0.12	-2	-8	-15
45	CC(C)NC(=O)c1cccc(Cn2cc(Cl)cn2)c1	-19	3	3	-3[fluorescence artefact?]	-5	-0.76	-18	-8	-8
46	CC(=O)N1CCN(c2ccccc2NC(=O)Cc2ccc(Cl)cc2)CC1	-13	-3	6	0	-22	-2.1	-15	1	-6
47	O=C(CN1CCN(Cc2ccccc2)CC1)Nc1ccc(-n2cnnn2)cc1	-36	0	-6	1	0	-1.4	-1	-9	2
48	CCN(CC)CCN1C(=O)C(O)=C(C(=O)c2sc(C)nc2C)C1c1cccnc1 (centres undefined)	-2[20 µM]	8	2	-17	-12	·	-15	-7	-8
